CCHFV vOTU inh: blocks the CCHF virus ovarian tumor domain protease. CCHFV vOTU protease, Pep-AMC fluorescence. inhibition, % at 11.5 µM. actives 0.55% (n = 370,000). AID 651958; in the data active = inhibition above about 30%; also: 0% = vehicle wells with enzyme and 100% = no enzyme wells
Y pestis TopoI: Y. pestis Topo-I inhibition via cleavage products | Y. pestis Topo-I cleavage product accumulation, plate reader | AID 504884 | actives 0.064% (n = 360,000) | activity, % at 10 µM; in the data active = activity above about 50%, passing the limit was not always enough; inconclusive = no clear call, values can overlap the other calls; also: inactives centre near 2
TcdB inh: blocks C. difficile toxin B glycohydrolase activity. P18177. TcdB glycohydrolase enzymatic assay, plate reader. inhibition, % at 9.99 µM. actives 0.24% (n = 350,000). AID 652162; in the data active = inhibition above about 10%
Vc quorum ag: induces V. cholerae light production without autoinducers; V. cholerae BH1578 lux reporter, luminescence, 6 h; activation, % at 18.7 µM; actives 0.16% (n = 350,000); AID 588436; in the data active = activation mostly above about 9.7%, no sharp cut-off; inconclusive = no clear call, values can overlap the other calls; inactive = mostly below about 3.7%; also: not every result past the cut was called active; inactives centre near 0; reference of the scale not given here
Anthrax LF inh2: inhibitors of Bacillus anthracis lethal factor protease | multiplex microsphere protease cleavage assay, LF | inhibition, % at 10 µM | actives 0.12% (n = 360,000) | AID 588501; also: plate controls were buffer without enzyme for full effect and enzyme alone for no effect
Target sequence (P15917 whole entry, looked up): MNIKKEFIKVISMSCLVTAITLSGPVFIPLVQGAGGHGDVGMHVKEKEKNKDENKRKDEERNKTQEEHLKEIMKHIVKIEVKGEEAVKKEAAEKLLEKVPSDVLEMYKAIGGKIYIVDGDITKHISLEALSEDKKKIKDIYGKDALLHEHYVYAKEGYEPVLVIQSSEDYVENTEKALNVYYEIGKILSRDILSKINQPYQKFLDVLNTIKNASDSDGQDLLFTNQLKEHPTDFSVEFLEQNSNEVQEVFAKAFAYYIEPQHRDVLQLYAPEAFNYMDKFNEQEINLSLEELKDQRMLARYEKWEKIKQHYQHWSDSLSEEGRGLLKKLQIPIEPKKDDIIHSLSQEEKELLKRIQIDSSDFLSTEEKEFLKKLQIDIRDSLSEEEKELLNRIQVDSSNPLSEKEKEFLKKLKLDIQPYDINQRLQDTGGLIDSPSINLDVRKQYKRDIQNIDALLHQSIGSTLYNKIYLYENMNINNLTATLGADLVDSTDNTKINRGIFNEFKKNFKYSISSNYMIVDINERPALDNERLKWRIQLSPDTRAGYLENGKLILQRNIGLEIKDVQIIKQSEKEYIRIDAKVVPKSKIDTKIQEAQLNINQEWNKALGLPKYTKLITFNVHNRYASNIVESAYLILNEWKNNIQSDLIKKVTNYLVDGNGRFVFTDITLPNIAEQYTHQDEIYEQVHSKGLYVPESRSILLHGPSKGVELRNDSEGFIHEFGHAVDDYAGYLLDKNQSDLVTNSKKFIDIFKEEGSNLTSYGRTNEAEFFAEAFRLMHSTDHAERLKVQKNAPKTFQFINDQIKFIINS
SSB-PriA inh: K. pneumoniae PriA-SSBct interaction inhibition; inhibition, % at 33 µM; AlphaScreen SSBct-PriA binding, biotinylated peptide; AID 1272365; actives 0.6% (n = 430,000); in the data active = inhibition mostly above about 37%, no sharp cut-off; inactive = mostly below about 20%;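 also: plate controls were negative control peptide for no effect and reference peptide for full effect; strong numbers were not always called active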
DUSP3 inh: inhibitors of human VHR1 phosphatase (DUSP3); P51452; recombinant VHR phosphatase, pNPP absorbance; inhibition, % at 13.3 µM; actives 0.52% (n = 290,000); in the data active = inhibition above about 50%; also: some compounds called inactive have numbers as strong as hits
Target sequence (P51452 whole entry, looked up): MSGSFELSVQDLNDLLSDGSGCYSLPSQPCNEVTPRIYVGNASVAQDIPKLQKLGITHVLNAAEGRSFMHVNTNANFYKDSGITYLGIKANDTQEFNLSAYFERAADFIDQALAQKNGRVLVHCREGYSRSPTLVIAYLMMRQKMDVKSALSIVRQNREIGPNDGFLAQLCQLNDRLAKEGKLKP
PfHsp40 yeast: rescue of PfHsp40-mediated yeast toxicity; S. cerevisiae expressing PfHsp40, growth rescue, ATP luminescence; growth rescue, % at 12.5 µM; actives 0.68% (n = 340,000); AID 504582; in the data active = growth rescue above about 28%, passing the limit was not always enough; inconclusive = no clear call, values can overlap the other calls;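 also: yeast W303a lacking pdr1 and pdr3 grown in galactose medium; growth measured after three days at 30 °C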
SARS 3CLpro inh: SARS-CoV 3CLpro protease inhibition | P0C6X7 | recombinant SARS-CoV 3CLpro, quenched FRET peptide cleavage | actives 0.14% (n = 290,000) | inhibition, % at 6 µM; in the data active = inhibition above about 12%
BoNT A protease: inhibitors of Botulinum neurotoxin A light chain protease; multiplex microsphere protease substrate cleavage, flow cytometry; inhibition, % at 10 µM; actives 0.17% (n = 360,000); also: plate controls were buffer without enzyme for full effect and enzyme alone for no effect
Starred values were filed as active, the others as inactive; i = inactive; ? = inconclusive; . = not tested or not shown; & = joins results of further samples. Rule as the data show it, unless noted: active = inhibition above about 30%; inconclusive = no clear call, values can overlap the other calls; inactive = below that. Only part of the results is shown; count on the stated rates, not on these rows.

compound,TcdB inh,SSB-PriA inh,Vc quorum ag,PfHsp40 yeast,Y pestis TopoI,SARS 3CLpro inh,Anthrax LF inh2,CCHFV vOTU inh,BoNT A protease,DUSP3 inh
CC(C)c1ccc(NC(=O)CN2C(=O)NC3(CCCC3)C2=O)cc1,0.6,-1,i,-1.2,-1,0,12,6,-5.1,14
COc1ccc(/C(C)=N\O)cc1OC,1.4,.,-0.6,-0.6,2,-3,-7,-6,-0.7,-11
O=C(OCC(=O)N1CCc2ccccc2C1)c1ccc(F)cc1Cl,1.0,-10,i,0.7,13,.,-3,0,-0.9,.
Fc1ccc(N2CCN(c3ncnc4nc[nH]c34)CC2)cc1,0.3,8&-6,-0.2,0.4,-2,-2,0,-2,-0.3,19
Fc1ccccc1-c1n[nH]c(=S)n1CC1CCCO1 (stereo unspecified),1.3,-10,i,0.1,5,-2,-1,-3,0.5,48
CC/C(C)=N/Nc1nc2sc3c(c2c(=O)[nH]1)CC(C)(C)OC3,.,.,-6.9,0.1,-5,-1,-5,-13,0.3,13
CC1CN(S(=O)(=O)c2ccc(C(=O)NN3CCN(C)CC3)cc2)CC(C)O1 (stereo unspecified),0.8,-12,1.9,-0.7,3,7,-1,6,-0.2,5
CC(NC(=O)Nc1ccc(F)cc1F)c1ccncc1 (stereo unspecified),.,-21,.,-0.1,1,-6,3,-2,-1.6,-13
C=CCN(C(=O)c1csnn1)C(C(=O)NC1CCCC1)c1c(F)cccc1Cl (stereo unspecified),3.2,-5,-0.2,-1.5,4,9,3,10,-0.5,12
COCCNC(=S)Nc1cc(S(=O)(=O)N2CCOCC2)ccc1N1CCCCC1,0.1,8,i,0.4,1,2,-3,5,0.2,4
CC(C)C(=O)N(Cc1ccc(F)cc1)Cc1nc2ccccc2c(=O)[nH]1,1.5,-5,-0.3,-0.2,4,6,-1,0,-0.1,21
Cc1cc(C)n(C(C)CC(=O)Nc2ccc(-c3ccno3)cc2)n1 (stereo unspecified),1.2,-3,1.5,-0.8,-5,2,1,19,-2.9,-7
Cc1ccnc(NC(=O)Cc2c(F)cccc2Cl)c1,2.3,-6,-0.2,-0.8,2,-2,.,-7,.,-13
CN(C)c1ccc(NC(=O)COC(=O)CNC(=O)c2cccs2)cc1,4.8,23,-2.1,2.8,-5,.,-10,9,3.1,.
CCCS(=O)(=O)NC(=O)C1(C)CCN(C(=O)c2ccc(C(F)(F)F)nc2C)C1 (stereo unspecified),.,.,0.8,.,13,.,2,.,-0.1,.
CSc1cccc(CN2CCN(CCC(C)C)C(CCO)C2)c1 (stereo unspecified),2.4,-4,0.5,1.0,-6,0,2,12,0.6,31
COC(=O)c1ccccc1NC(=S)NC(=O)c1ccc2c(c1)OCO2,1.3,20,-0.6,-1.3,8,3,-1,3,-0.5,4
CCOC(=O)C1(C)CCCCCN1C(=O)c1ccccc1F (stereo unspecified),1.7,.,i,.,6,.,0,-6,-0.1,.
Cc1cc(OC(C)C)nc(NCc2ccccc2)n1,.,-17,i,-0.3,3,-9,-7,12,-0.1,26
Cc1cccc(NC(=O)CS(=O)(=O)c2cn(C)c3ccccc23)c1,5.3,-2,-0.3,0.1,0,2,-8,7,0.2,2
CS(=O)(=O)N(CC(=O)N1CCN(Cc2ccccc2)CC1)C1CCCCC1,.,7,-0.6,-0.7,3,-3,4,24,4.3,3
CCOc1ccc(Oc2ccccc2NC(=O)CCNC(C)=O)cc1,1.2,6,-0.1,-0.4,1,4,4,4,0.0,8
CN(C)C(=O)c1ccc2c3c(cccc13)CC2,0.7,0,-0.3,0.0,-1,-2,-2,-5,-0.3,6
CC1=NOC(=O)/C1=C/c1ccc(O)cc1,-0.6,-10,-0.4,-0.6,-3,-1,-18,4,-12,0
O=C(COC(=O)c1cc[n+]([O-])cc1)Nc1cccc(F)c1,-1.2,2,i,-2.3,-6,.,-2,3,-2.6,.
Cc1cc(CNCc2cn(C)nc2-c2ccc(Oc3ccccc3)cc2)on1,0.2,-7,i,-0.2,27,5,-1,0,0.1,22
CC(O)(c1cccc(F)c1)c1nc(-c2cccc3cccnc23)cs1 (stereo unspecified),1.7,.,-0.3,.,0,.,1,-4,-0.3,.
COc1cc(/C=N/n2c(-c3n[nH]c4c3CCC4)n[nH]c2=S)ccc1O,8.6,.,-0.2,-1.4,-1,-2,-2,10,0.1,26
CC(C)[C@H](NC(=O)OCc1ccccc1)C(=O)OCC(=O)NC1CCCCC1,.,-21,-1.5,0.0,27,3,-1,12,0.1,8
CC(C)CCNC(=O)c1onc(CSc2ccc(F)cc2)c1C(=O)NCCC(C)C,0.3,-7,i,3.2,5,.,6,10,-0.5,.
Cc1ccc(-c2cc(C(=O)OCC(=O)N(C)C3CCS(=O)(=O)C3)c3ccccc3n2)o1 (stereo unspecified),1.1,2,0.4,0.3,40,0,-1,-5,0.9,17
O=C(CC(=O)c1ccccc1)Nc1cc([N+](=O)[O-])ccc1Cl,1.8,-13,-0.4,-1.2,-3,1,1,-7,?,-12
COc1ccc2c(c1)[C@H]1[C@H](CO2)[C@H](c2ccccc2)[C@]2(C)C(=O)Nc3ccc(Cl)cc3C(=O)N12,0.4,16,i,268*,4,.,6,-8,0.2,.
CCCc1sc(N/N=C/c2ccccn2)nc1-c1ccc(Br)cc1,0.2,.,i,-1.8,-7,-7,-5,10,-1.6,9
COc1ccc(NC(=O)c2cccc3c2C(=O)c2ccc(-c4ccc(F)cc4OCc4ccccc4)cc2S3(=O)=O)cc1,-0.7,4,i,2.3,17,.,-3,13,-0.5,.
COc1ccc(C(=O)NCC(=O)N2CCN(C(=O)c3ccco3)CC2)cc1OC,1.7,-13,-0.3,-0.2,3,.,-2,-4,5.3,.
CN1C(=O)N(CC(=O)N2CCN(S(=O)(=O)Cc3ccccc3)CC2)C(=O)C12CCCCC2,0.9,1,-1.1,0.0,-11,.,-3,-1,1.1,.
Nc1cc(-c2cccc([N+](=O)[O-])c2)[nH]n1,1.1,11,0.8,1.8,-12,0,-1,-3,0.6,3
CN1/C(=C\C(=O)Nc2cccc(Cl)c2)C(C)(C)c2ccccc21,0.5,-5,i,9.9,-2,-3,0,6,4.7,30
O=C(C1CC1)N1N=C(c2ccc(Cl)cc2)CC1(O)C(F)(F)F (stereo unspecified),0.3,-5,-1.9,2.9,-1,3,7,0,-3.3,20
COc1ccc(/C(C)=N/NC(=O)c2cc(C)[nH]n2)c(OC)c1,-0.4,.,-4.0,1.3,11,5,-1,12,0.5,31
CC(=O)Nc1ccc(S(=O)(=O)Nc2nc(C)nc3sc(C)c(C)c23)cc1,1.1,1,i,0.2,1,.,-1,-5,1.3,.
NC(=O)c1ccsc1NC(=O)CSc1nncs1,3.0,-8,i,-1.8,0,.,-1,-3,-4.6,.
CN(CC(=O)Nc1ccc(Cl)c(C(F)(F)F)c1)C(=O)c1ccc(OCC2CCCO2)cc1 (stereo unspecified),1.4,0,0.7,.,6,.,-3,7,0.2,.
COc1ccccc1CNC(=O)CSc1ccc(-c2ccncc2)nn1,1.7,4,i,-0.8,5,0,-5,19,0.3,15
Cc1ccccc1NC(=S)NCc1cccs1,.,-20,-0.7,-0.9,3,2,2,3,0.2,20
O=C(COC(=O)Cc1ccccc1)Nc1ccc(F)cc1,0.5,-12,-6.7,-0.9,0,-1,-1,0,0.9,-4
COc1ccc(N2C(=O)NC(=O)/C(=C/c3ccc([N+](=O)[O-])s3)C2=O)cc1,-1.7,14,-0.6,.,-15,-4,-7,-4,0.4,1
Cc1ccc(Cn2c(C)c(C(=O)NCc3cccs3)sc2=O)cc1,0.6,.,-0.4,.,22,.,-5,15,-0.7,.
CCOc1ccc(NC(=O)CN(C)CC(=O)Nc2ccccc2SC)cc1OCC,.,-3,-0.3,0.2,4,1,-1,-8,-1.0,-17
O=C(CNC(=S)NC(=O)c1ccccc1Br)c1ccccc1,0.8,-4,-0.2,-1.6,-4,-8,0,-3,0.6,-9
O=C(Cc1nn[nH]n1)NCCC1=CCCCC1,.,-25,-0.9,-1.1,-2,-7,2,6,1.0,-4
CC(C)C(NS(=O)(=O)c1ccccc1)C(=O)N1CCN(C(=O)c2ccco2)CC1 (stereo unspecified),1.3,10,i,0.0,2,-5,-2,10,2.8,-9
CC(c1ccco1)N(C(=O)COc1ccc(Cl)cc1)c1ccccn1 (stereo unspecified),.,-15,-1.0,-0.4,4,-3,-2,7,0.3,44
CCCc1nc2c(nnn2Cc2ccccc2Cl)c(=O)[nH]1,-0.9,0,-0.5,-0.1,7,0,4,-5,-0.5,15
CC1(C(=O)Nc2ccccc2F)CCN1C(=O)Cc1cc(F)ccc1F (stereo unspecified),0.8,.,-0.3,.,4,.,-5,-6,0.1,.
CCSc1nnc([C@@H](NC(=O)OC(C)(C)C)C(C)C)o1,0.9,-8,-0.6,-1.3,0,-1,7,11,0.2,31
CN(C)C1=NC[C@H](Cc2ccccc2)N1CC1CCCC1,0.8,-2,i,0.0,3,.,-10,-5,-0.9,.
O=C(NC1CC2CCC(C1)N2Cc1ccco1)c1ccccc1 (stereo unspecified),.,-19,-1.6,-0.7,2,2,1,11,-0.3,12
CC(=O)CSc1ccc(C(=O)O)cn1,.,-8,-0.3,0.6,0,7,0,3,-0.5,-5

Later entries.
compound,TcdB inh,SSB-PriA inh,Vc quorum ag,PfHsp40 yeast,Y pestis TopoI,SARS 3CLpro inh,Anthrax LF inh2,CCHFV vOTU inh,BoNT A protease,DUSP3 inh
CCOC(=O)N1CCN(c2ncnc3nc[nH]c23)CC1,3.4,3&-4,-0.3,0.2,3,4,-2,7,-0.3,32
COc1ccc(C(=O)/C=C/c2cn(CN3CCN(C)CC3)c3ccccc23)cc1,.,3,-0.2,0.3,0,-3,-1,.,-1.0,16
CCn1cc(C(=O)NCCC(=O)NCCO)c(=O)c2cc3c(cc21)OCO3,1.5,-4,-7.7,0.9,-2,0,11,-7,-5.7,28
COCCNC(=O)C(c1ccc(Cl)cc1)N(CCOC)C(=O)CCC(=O)Nc1nccs1 (stereo unspecified),-0.3,-3,0.2,-0.6,3,8,-5,-8,-1.1,22
CCO[C@@H]1OC(C(=O)NCc2ccccc2)=C[C@H](c2ccc3c(c2)OCO3)[C@H]1CCCO,-5.0,5,i,1.6,3,3,-1,14,0.3,7
CCc1nnc(NC(=O)CSc2nc3c([nH]c4ccccc43)c(=O)n2CCOC)s1,1.0,-5,i,-0.9,4,-1,-1,-1,-2.6,19
COc1cc(C(=O)NNC(=O)Cc2ccc(S(=O)(=O)N3CCOCC3)s2)cc(OC)c1OC,0.9,-7,-0.5,1.2,-1,3,-1,-4,-1.5,24
COc1ccccc1CNc1nc(Oc2cccc(F)c2)c2sccc2n1,0.7,.,i,.,27,.,-3,-15,0.0,.
O=C(CN1CCC(O)(c2ccc3c(c2)OCO3)CC1)NC1CCCCC1,0.0,5,-3.3,-1.5,-2,2,0,1,-1.4,9
CC(=O)Nc1cc2c(cc1[N+](=O)[O-])OCCO2,-1.4,5,-0.1,1.5,1,3,-1,20,0.2,-20

Reprinted at random: 2 records from the list
compound,TcdB inh,SSB-PriA inh,Vc quorum ag,PfHsp40 yeast,Y pestis TopoI,SARS 3CLpro inh,Anthrax LF inh2,CCHFV vOTU inh,BoNT A protease,DUSP3 inh
COc1ccccc1CNc1nc(Oc2cccc(F)c2)c2sccc2n1,0.7,.,i,.,27,.,-3,-15,0.0,.
COCCNC(=O)C(c1ccc(Cl)cc1)N(CCOC)C(=O)CCC(=O)Nc1nccs1 (stereo unspecified),-0.3,-3,0.2,-0.6,3,8,-5,-8,-1.1,22
